M5 PAM: potentiates acetylcholine response at human M5 receptor; P08912; CHO-K1 hM5, Fluo-8 calcium, ACh EC20 PAM; 0% = ACh EC20, 100% = ACh EC100; activation, % at 3 µM; 0.3% of 360,000 active; AID 624038;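 active means activation above the run cutoff, the mean activation of all test compounds plus 3 SD, cut at about 18% in these data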
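Probe or stimulus: acetylcholine, EC20 level; Assay system: human M5 receptor in CHO-K1 cells; Schedule: compound preincubation 140 s before EC20 acetylcholine addition; Technique: intracellular calcium via Fluo-8 fluorescence; Dosing: single-point, 3 µM nominal; Read-out basis: percent activation from peak-over-basal fluorescence ratio, scaled EC20-to-EC100 acetylcholine; Repeats: one well per compound, no replicates.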
M4 PAM: positive allosteric modulators of human muscarinic M4 receptor. P08173. CHO-K1 hM4/Gqi5, Fluo-8 calcium fluorescence, ACh EC20; 0% = ACh EC20, 100% = maximal ACh. activation, % at 3 µM. 0.4% of 360,000 active. AID 624126;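 active means activation above its plate's cutoff, the mean activation of sample wells plus 3 SD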; further: some results filed as inactive read as strong as hits
Target sequence (P08173 whole entry, looked up): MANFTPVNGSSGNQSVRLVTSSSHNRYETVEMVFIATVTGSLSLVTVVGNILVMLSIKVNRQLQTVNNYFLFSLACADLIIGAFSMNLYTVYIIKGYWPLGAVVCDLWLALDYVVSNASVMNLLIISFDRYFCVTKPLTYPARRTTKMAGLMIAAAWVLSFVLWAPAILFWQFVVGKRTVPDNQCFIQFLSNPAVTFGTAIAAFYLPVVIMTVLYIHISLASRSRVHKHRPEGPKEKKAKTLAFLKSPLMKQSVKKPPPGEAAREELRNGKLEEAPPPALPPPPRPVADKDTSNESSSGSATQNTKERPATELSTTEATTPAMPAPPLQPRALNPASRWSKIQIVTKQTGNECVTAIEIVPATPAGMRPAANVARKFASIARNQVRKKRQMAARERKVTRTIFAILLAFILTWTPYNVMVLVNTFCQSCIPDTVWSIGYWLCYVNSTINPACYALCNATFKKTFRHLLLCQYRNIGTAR
M4 antag: blocks acetylcholine activation of human M4 receptor. P08173. CHO-hM4 cells, ACh EC80, Fluo-8 calcium fluorescence. inhibition, % at 3 µM. 0.73% of 360,000 active. AID 624125;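 active means inhibition above its plate's cutoff, the mean inhibition of sample wells plus 3 SD, cut at about 27% in these data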;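 further: 0% = acetylcholine EC80 with DMSO and 100% = DMSO without agonist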
M5 antag: blocks acetylcholine activation of human M5 receptor. 0.59% of 360,000 active. CHO-hM5 cells, Fluo-8 calcium fluorescence, ACh EC80. P08912. inhibition, % at 3 µM;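 active means inhibition above a per-plate cutoff, the mean of that plate's test compounds plus 3 SD, cut at about 27% in these data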;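 further: 0% = acetylcholine EC80 with DMSO and 100% = DMSO without agonist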
CRFR2-BP ag: CRF-BP/CRF-R2 complex agonism. HEK293 CRF-R2/CRF-BP, calcium dye fluorescence (FLIPR); percent of saturating CRF peptide response. AID 588473. 0.46% of 350,000 active. activation, % at 13.2 µM;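 active means activation of at least 50%, plus an integration ratio under a set limit after plate pattern correction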;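 further: plate controls were neutral control wells without compound for no effect and CRF at EC100 for full effect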
M1 PAM: potentiates human M1 receptor response to acetylcholine | P11229 | CHO-K1 hM1, Fluo-8 calcium fluorescence, ACh EC20; 0% = ACh EC20, 100% = maximal ACh | activation, % at 3 µM | 0.088% of 360,000 active | AID 588819; in the data active means activation above about 19%, passing the limit was not always enough
Target sequence (P11229 whole entry, looked up): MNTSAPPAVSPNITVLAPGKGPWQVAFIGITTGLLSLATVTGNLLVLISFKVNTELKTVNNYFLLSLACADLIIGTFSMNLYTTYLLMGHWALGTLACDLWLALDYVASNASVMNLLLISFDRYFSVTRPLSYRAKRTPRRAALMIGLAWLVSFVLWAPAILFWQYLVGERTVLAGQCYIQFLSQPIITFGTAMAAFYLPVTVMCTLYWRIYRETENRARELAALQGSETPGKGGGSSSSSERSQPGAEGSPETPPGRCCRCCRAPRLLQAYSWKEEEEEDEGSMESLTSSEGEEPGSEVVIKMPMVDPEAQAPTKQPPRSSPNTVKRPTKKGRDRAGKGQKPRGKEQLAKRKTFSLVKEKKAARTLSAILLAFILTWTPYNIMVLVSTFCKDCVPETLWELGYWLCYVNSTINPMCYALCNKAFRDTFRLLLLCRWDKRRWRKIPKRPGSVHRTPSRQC
CHRM4 agonist: CHRM4 agonism in calcium assay; P08173; CHO-K1 hM4/Gqi5, Fluo-8 calcium fluorescence; vehicle 0%, full acetylcholine response 100%; activation, % at 3 µM; 0.14% of 360,000 active;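 active means activation above the run mean over all test wells plus 3 SD, cut at about 32% in these data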;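 further: peak over basal fluorescence ratio per well then scaled between controls; 0% = DMSO wells and 100% = acetylcholine at EC100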
M5 ag: CHRM5 agonism in calcium assay; CHO-K1 hM5 cells, Fluo-8 calcium fluorescence; 0% DMSO wells, 100% maximal acetylcholine response; activation, % at 3 µM; 0.19% of 360,000 active; AID 624037;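 active means activation above the run's mean over test compounds plus 3 SD, cut at about 23% in these data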;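 further: signal is peak over basal fluorescence ratio across the kinetic read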
CHRM1 antagonist: antagonists of human M1 muscarinic receptor; CHO-K1 hM1, Fluo-8 calcium fluorescence, ACh EC80 antagonist; 1.3% of 360,000 active; inhibition, % at 3 µM; P11229;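 active means percent inhibition above its own plate's cutoff, namely the mean of that plate's compound wells plus 3 SD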;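 further: peak over basal fluorescence ratio during 140 s after agonist addition; 0% = ACh EC80 plus DMSO and 100% = DMSO alone without agonist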
Numbers without * were called inactive; / = no result given.

SMILES	M5 PAM	M4 PAM	M4 antag	M5 antag	CRFR2-BP ag	M1 PAM	CHRM4 agonist	M5 ag	CHRM1 antagonist
O=C(c1ccccc1NS(=O)(=O)c1cccc2cccnc12)N1CCOCC1	4	-2	6	-14	1.7	4	1	2	-6
O=C(c1ccc(OC2CCN(C/C=C/c3ccccc3)CC2)cc1)N1CCCC1	-6	-10	11	6	1.4	-15	2	-7	29
CC(C)NC(=O)N(C)C[C@H]1Oc2ccc(NS(=O)(=O)c3ccc(Cl)cc3)cc2CC(=O)N([C@@H](C)CO)C[C@@H]1C	5	13	-1	5	-1.6	15	2	-3	-13
COc1ccc(-c2cn3cccnc3n2)cc1NC(=O)CC(C)C	9	13	6	-3	0.7	14	0	1	-8
C=CCc1c(C)nc(SC)nc1Nc1ccccc1	-4	0	7	9	-0.6	4	0	-3	-3
CC(=O)N1CCC(N(CCN2CCOCC2)C(=S)Nc2ccccc2C)CC1	6	-1	1	-10	-1.4	4	0	-3	-10
CCc1cccc(NC(=O)COC(=O)c2cc([N+](=O)[O-])ccc2N2CCOCC2)c1	-9	-3	-6	12	-0.1	-7	7	-2	15
CC(C)n1c(C(F)(F)F)nc2cc(C(=O)N3CCOCC3)ccc21	-1	2	1	-4	-1.1	3	1	-2	-4
CC(=O)CSc1ncnc2c1oc1ccccc12	9	13	3	-8	-2.1	13	2	-5	-11
COc1ccccc1NC(=O)c1ccccc1NS(=O)(=O)c1cccs1	-22	-18	-2	14	-2.2	-12	26	3	26
COc1ccc(OC)c2[nH]c(C(=O)N/N=C/c3ccccc3O)cc12	-4	-3	-7	7	1.6	3	5	-1	-3
Cc1cccc(CCNC(=O)CNS(=O)(=O)c2ccc3nc(C)sc3c2)c1	-7	-3	-6	12	0.2	-6	12	-1	17
CN(C)S(=O)(=O)c1cc(C(=O)Nc2ccn(C)n2)c(Cl)cc1Cl	5	6	4	5	0.5	6	2	6	6
COc1ccccc1OCC(=O)Nc1cc(Cl)ccc1N1CCCCC1	3	1	1	9	1.6	-4	0	-5	-2
COc1ccccc1N(CC(=O)NC1CCCCC1)C(=O)CCC(=O)Nc1nccs1	-5	8	1	8	0.3	-1	1	0	0
Cc1ccc(NC(=O)CN(C)C(=O)COc2ncnc3ccc(Br)cc23)cc1	-1	15	-1	7	1.0	10	2	-1	-12
COc1ccc(C2NCCc3c2[nH]c2ccccc32)cc1COc1ccc(F)cc1 (stereo unspecified)	3	-4	37*	12	14	2	28	7	6
CC(C)(CNC(=O)CNC(=O)c1ccc(Cl)cc1Cl)N1CCOCC1	-3	8	-26	-1	-0.7	10	2	-1	-9
Cc1ccc(-n2c(N)c(C(=O)NCc3ccco3)sc2=S)cc1	7	-2	4	-5	-1.0	-6	0	-7	7
COC(=O)COc1cccc(NC(=O)COc2ccccc2)c1	-3	1	4	7	-0.9	4	1	0	-3
CC(=O)N1CCN(c2ccc(NC(=O)c3ccc(Cl)c(Cl)c3)cc2)CC1	-9	-8	5	7	-0.4	1	18	8	-4
COc1ccc(S(=O)(=O)N2CCN(CC(=O)NCC3(N4CCOCC4)CCCCC3)CC2)cc1	-2	8	0	-6	-0.4	-1	1	-3	4
CCCN(CCO)Cc1ccc(Br)cc1	-1	12	-17	-3	-1.3	3	1	-4	-14
Cc1ccc(NC(=O)N2CCC(=O)N2)cc1	6	20	-12	1	1.3	6	2	-2	-4
N#C/C(C(=O)N1CCOCC1)=C1\Nc2ccccc2S1	3	6	-1	-1	-1.2	5	1	1	-2
Cc1ccnc(SCCn2c(N3CCOCC3)nc3c2c(=O)[nH]c(=O)n3C)n1	-3	9	-5	2	-3.3	0	1	-1	-14
COc1ccc(C)cc1NC(=O)COC(=O)CCC(=O)c1cccs1	-6	7	-8	16	-0.9	-3	0	-1	9
COc1ccc(C(=O)NCCCn2ccnc2)cc1	2	-3	3	-3	0.1	2	0	0	-11
CC(Nc1ncnc2nc[nH]c12)c1ccccc1 (stereo unspecified)	-10	-4	-4	2	3.6	-2	5	6	3
Cc1ccc(S(=O)(=O)N2CC(O)C[C@H]2C(=O)OCC(=O)c2ccccc2)cc1 (stereo partly specified)	3	3	-2	-10	2.6	9	1	-2	-7
CCCn1c(O)c(CN2CCCC(C)C2)c(C)c(C#N)c1=O (stereo unspecified)	-3	3	-4	6	14	6	1	0	-19
CCOC(=O)c1ccc(N2CC(O)=C(c3nc4ccccc4c(=O)[nH]3)C2=N)cc1	-9	-12	16	3	4.8	-2	1	1	3
Cc1cccc(NC(=O)c2ccc(NCCc3ccccc3)c([N+](=O)[O-])c2)c1	-14	-6	-4	8	14	0	9	2	4
O=C(CSc1nnc(Nc2ccccc2F)s1)NC1CCCC1	-10	1	0	16	-0.3	6	2	2	-7
CCOc1cc(/C=C(\C#N)C(=O)Nc2cccc(C(=O)O)c2)cc(Br)c1OC(=O)c1ccc(OC)cc1	-1	-9	2	15	0.1	4	-2	-5	7
COc1cccc(CN2CCNC(=O)C2CC(=O)NC2CCCCC2)c1OC (stereo unspecified)	-4	4	-12	14	-0.2	6	1	-4	10
Cn1c(SCC(=O)N2CCN(c3ccccc3)CC2)nnc1-c1ccccc1	2	3	0	-10	1.6	7	1	-1	-24
CCc1nc2ccc(C(=O)N3CCNC(=O)C3)cn2c1N(C)CCC(C)C	4	4	0	-10	/	0	1	-1	0
COC(=O)c1cc(NC(=O)Cn2c(=O)oc3ccccc32)cc(C(=O)OC)c1	4	1	-13	1	1.5	-2	2	1	7
CCOc1ccc(C(=O)NCC(=O)N2CCN(Cc3ccccc3)CC2)cc1	3	-1	-14	8	0.1	1	2	3	-2
Cc1ccc(NC(=O)c2cc(C)no2)cc1	0	2	-9	-1	0.2	7	1	-6	14
O=S(=O)(/N=C(/NC(=S)Nc1ccccc1)c1ccccc1)c1ccc(Cl)cc1	3	-5	4	2	-1.7	5	0	-1	0
O=C(COC(=O)c1ccccc1O)Nc1cccc(S(=O)(=O)N2CCCC2)c1	-13	-1	3	18	-0.6	-4	11	5	11
O=C(Nc1ccccc1)/C(=C/c1cccnc1)NC(=O)c1ccco1	-2	-1	6	-3	-0.7	3	0	1	-5
CCOC(=O)/C(=N/Nc1ccc(Cl)cc1)S(=O)(=O)c1ccc(Cl)cc1	-5	5	11	7	0.7	12	0	1	-11
O=C(CS(=O)(=O)c1ccccc1)N1CCN(c2ccccc2)CC1	0	12	-10	-2	0.4	9	2	1	-7
O=C(Nc1cccc2ccccc12)c1ccc(Cn2cc(Cl)cn2)cc1	-5	11	6	9	-0.5	-5	8	-3	10
COc1ccc(CC(=O)OCC(=O)Nc2ccc(C(=O)Nc3ccc(OC)cc3)cc2)cc1	-3	3	-1	0	0.9	9	6	0	-6
COc1ccc(OC)c(S(=O)(=O)NCCC2=CCCCC2)c1	-10	0	7	1	-1.8	-15	0	-6	-3
Cc1nc(SCC(=O)O)n[nH]1	6	3	-2	-1	0.1	10	1	1	-12

(more compounds)
SMILES	M5 PAM	M4 PAM	M4 antag	M5 antag	CRFR2-BP ag	M1 PAM	CHRM4 agonist	M5 ag	CHRM1 antagonist
Cc1cc(C)c2sc(N(CCCN(C)C)C(=O)c3ccc(Br)s3)nc2c1	7	0	8	2	13	0	16	-7	3
COc1cc(NC(=O)Cn2nnc(-c3ccncc3)n2)cc(OC)c1	-5	1	-5	0	4.6	2	2	3	-23
CCCC(=O)c1c(NC(C)C)cc(C)oc1=O	-3	39*	4	-3	2.0	9	-1	7	-8
Cc1nc(NCCN)c(C#N)c2c1COC(C)(C)C2	-7	12	-2	3	-2.9	10	1	-1	-12
COc1ccc(S(=O)(=O)Cc2ccc(C(=O)NCc3ccccc3OC)o2)cc1	-4	-3	-7	2	-1.6	4	13	2	2
COc1cc(OC)cc(C2=Cc3ccc(OC)cc3C(CC(C)=O)N2c2ccc(C#CC3(O)CCCCC3)cc2)c1 (stereo unspecified)	6	11	9	-12	/	/	3	-3	/
Cc1cccc(OCC(O)CN2CCN(S(=O)(=O)c3ccc(C)cc3C)CC2)c1 (stereo unspecified)	-9	-11	6	26	0.6	-9	2	-1	7
O=C(NCCCN1CCCC1=O)c1ccc([N+](=O)[O-])s1	8	4	-12	-7	1.7	6	0	-3	-7
CCn1c(O)c(N=NC(=O)CNC(=O)/C=C/c2ccccc2)c2ccccc21	0	-5	-3	2	-0.1	2	2	-4	4
O=C(COc1c(Br)cc(Br)c2cccnc12)N1CCc2ccccc2C1	-3	-8	-2	5	-2.2	0	1	1	3
CCOC(=O)c1c(NC(=O)COC(=O)CNC(=O)c2ccco2)sc(C(C)=O)c1C	0	12	8	7	0.0	6	-1	-1	-5
CC(C)(C)NC(=O)CN(C(=O)CSc1nnc(COc2ccccc2)o1)c1cccc(F)c1	1	4	6	-3	-1.6	4	-1	2	-21
Cc1nonc1C1CCCN1C(=O)c1cc(COc2ccc(F)cc2Cl)on1 (stereo unspecified)	-3	6	-8	6	0.9	-5	6	-4	4
Cc1ccc(F)cc1NC(=O)Cc1ncc(C(F)(F)F)cc1Cl	-2	-3	5	1	-1.5	6	0	-1	-7
CC(C)(C)OC(=O)C[C@@H]1C/C=C\C[C@H](CC(=O)N(CCO)Cc2ccccc2)C(=O)N[C@@H](Cc2c[nH]c3ccccc23)COC1=O	-6	-7	6	8	-0.1	0	1	0	-2
O=C(NCC1CCCO1)c1cc2ccccc2cc1O (stereo unspecified)	-2	7	-10	-3	0.7	9	9	-2	-7
Nc1cc(=O)[nH]c(SCC(=O)Nc2cc(Cl)ccc2Cl)n1	-2	3	11	9	1.1	2	1	-3	-16
C=CCc1cccc(/C=N/NC(=O)c2ccccc2OC)c1O	-8	-6	0	-8	-1.8	-3	2	-6	-2
CC[C@H](C)[C@@H](C(=O)NCCCCCCCCCCC(=O)N1CCNCC1)n1cc(CCCCCN)nn1	-5	-6	9	11	-1.5	-19	1	-9	25
COc1ccc(C(=O)Oc2cc(OC)cc(OC)c2C(C)=O)cc1	6	-4	-1	4	0.0	-2	2	-3	-5
Nn1c(SCC(=O)N2CCN(S(=O)(=O)c3ccc(Cl)cc3)CC2)nnc1-c1cccs1	-5	4	-2	5	0.3	3	0	-4	-10
C[C@@H]1CC=C[C@H]2[C@H]1C(=O)N(Cc1ccccc1)[C@H]2c1ccc(-c2ccoc2)cc1F	0	-3	2	11	7.5	7	0	0	-9
Nc1nonc1-n1nnc(C(=O)N/N=C/c2cccc(F)c2)c1-c1ccccc1	0	-1	-6	6	-0.3	-2	2	4	4

Whole records, looked up by structure. Order of screens: M5 PAM, M4 PAM, M4 antag, M5 antag, CRFR2-BP ag, M1 PAM, CHRM4 agonist, M5 ag, CHRM1 antagonist
Nc1cc(=O)[nH]c(SCC(=O)Nc2cc(Cl)ccc2Cl)n1 as listed: -2, 3, 11, 9, 1.1, 2, 1, -3, -16
C[C@@H]1CC=C[C@H]2[C@H]1C(=O)N(Cc1ccccc1)[C@H]2c1ccc(-c2ccoc2)cc1F as listed: 0, -3, 2, 11, 7.5, 7, 0, 0, -9
Nc1nonc1-n1nnc(C(=O)N/N=C/c2cccc(F)c2)c1-c1ccccc1 as listed: 0, -1, -6, 6, -0.3, -2, 2, 4, 4
Cc1nonc1C1CCCN1C(=O)c1cc(COc2ccc(F)cc2Cl)on1 (stereo unspecified) as listed: -3, 6, -8, 6, 0.9, -5, 6, -4, 4

Compounds were not picked by outcome. Share with any hit: about 2.8%.
